# Assay outcomes as filed in PubChem.
# eIF4E-4G inh: eIF4E–eIF4G protein interaction inhibitors, primary screen, biochemical, uHTS, TR-FRET, eIF4GI fragment | Eukaryotic translation initiation factor 4E (Mus musculus) + Eukaryotic translation … | TR-FRET eIF4E-eIF4GI(517-606) binding, 2 h | inhibition, % at 21.7 µM | AID 782, 2007 | hit rate 0.37% among 220,000;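 active = inhibition above about 30%, limit read from the data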;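 note: 0% = full FRET control wells and 100% = background wells lacking eIF4GI fragment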
# PERK inhibitor: block of dimerizer-induced PERK translation repression, primary screen, PERK inhibitor project, CHO PERK-DD cells, SEAP luminescence, HTS; inhibition, % at 5.6 µM; CHO PERK-DD fusion, SEAP luminescence translation reporter; Eukaryotic translation initiation factor 2-alpha kinase 3 (Homo sapiens), Q9NZJ5; AID 1416, 2008; hit rate 0.17% among 220,000;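 active = inhibition above the mean inhibition of all tested compounds plus 3 SD, set separately per screening campaign, cut at about 2.9% in these data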;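 note: PERK kinase domain activated by AP20187 dimerizer at 100 nM; 0% = DMSO with dimerizer and 100% = rapamycin at 8.4 µM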
# L929 necroptosis: inhibitors of zVAD-triggered necroptosis, primary screen, L929 cells. L929 zVAD necroptosis rescue, ATP luminescence, 24 h; with zVAD 60 µM. viability rescue, % at 10 µM. hit rate 0.38% among 220,000;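 active = activation, scaled between plate controls, above about 75%, limit read from the data; inactive = activation under that limit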;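 note: 0% = zVAD with DMSO and 100% = DMSO alone without zVAD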
# TNF death inh: inhibitors of TNF-alpha triggered necroptosis, primary screen, cell-based, Jurkat FADD-/-, single concentration. Jurkat FADD-/- TNF necroptosis rescue, ATP luminescence, 24 h; 0 = TNF only, 100 = no-TNF cells. activation (protection from cell death), % at 10 µM. hit rate 0.068% among 220,000;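 active = activation, meaning protection from cell death, of at least 50% relative to plate controls; inactive = activation below 50%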;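 note: necroptosis triggered by 40 ng/mL TNF-alpha added together with compound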
# Calpain2 inh: inhibitors of pig calpain II, primary screen, biochemical, fluorogenic peptide substrate, 1536-well; hit rate 0.37% among 220,000; purified calpain II, 30 min; inhibition, % at 16 µM;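 active = inhibition above about 50%, limit read from the data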
# Rad51 HR inh: human RAD51 strand exchange inhibitors, primary screen, biochemical, fluorescence; DNA repair protein RAD51 homolog 1 (Homo sapiens), Q06609; hRad51 DNA strand exchange, fluorescence dequenching; inhibition, % at 10 µM; hit rate 0.085% among 200,000;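 active = inhibition above 40% at the single screening dose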;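 note: 0% = DMSO control wells and 100% = blanks with heterologous ssDNA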
# Target sequence (Q06609 whole entry, looked up): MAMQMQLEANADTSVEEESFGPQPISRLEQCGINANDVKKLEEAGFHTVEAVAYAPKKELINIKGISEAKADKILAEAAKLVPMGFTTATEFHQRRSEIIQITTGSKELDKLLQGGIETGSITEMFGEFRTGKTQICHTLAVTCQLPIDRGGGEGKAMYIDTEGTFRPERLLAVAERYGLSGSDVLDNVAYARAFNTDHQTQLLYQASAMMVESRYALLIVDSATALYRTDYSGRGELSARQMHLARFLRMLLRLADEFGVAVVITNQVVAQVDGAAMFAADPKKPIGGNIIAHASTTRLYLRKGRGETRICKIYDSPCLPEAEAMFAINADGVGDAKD
#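 System: hRad51 filaments on single-stranded DNA; reagent: Fluorescein- and BHQ1-tagged 47-mer duplex; compound dosing: one concentration, 10 µM final; timing: filaments 15 min 37 °C, then compound 30 min; measured by: fluorescein emission 520 nm, excitation 485 nm; benchmarks: per-plate controls and blanks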
# EBV gp42 inh: Epstein-Barr virus gp42 inhibitors, primary screen, biochemical, uHTS, fluorescence polarization; Fluorescence polarization binding assay, mP read-out; inhibition, % (tested at 21.74 µM); hit rate 0.42% among 220,000; in the data active = inhibition above about 50%
# Target sequence (Q1HVG2 whole entry, looked up): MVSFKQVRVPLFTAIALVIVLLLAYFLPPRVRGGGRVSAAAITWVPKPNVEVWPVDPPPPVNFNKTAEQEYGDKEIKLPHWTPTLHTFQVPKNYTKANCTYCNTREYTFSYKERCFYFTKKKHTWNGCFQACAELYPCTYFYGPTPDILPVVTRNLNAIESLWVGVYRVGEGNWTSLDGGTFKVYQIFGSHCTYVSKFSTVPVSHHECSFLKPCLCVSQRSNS
# Cl transport mod: KCC2 cotransporter modulators, thallium flux, primary screen, cell-based, HEK293 KCC2, FluoZin-2 fluorescence, MLSMR. Solute carrier family 12 member 5 (Homo sapiens), Q9H2X9. KCC2 cells, thallium flux FluoZin-2 fluorescence. B-score of Tl+ flux slope (higher = more flux/activation; lower = inhibition) at 10 µM. hit rate 2.2% among 190,000. AID 1456, 2008;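 active = thallium flux slope and its plate-corrected score both differing from the plate sample mean at a set confidence after two filtering rounds, in either direction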;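 note: slope of fluorescence scaled to starting intensity during 10 to 20 s after thallium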
# Mdm2 ligase inh: MDM2-luciferase reporter signal enhancers, primary screen, MDM2 E3 ligase inhibitor project, cell-based, luminescence, 1536-well | cell-based MDM2 ubiquitination luciferase reporter, 2 h; 0 = plate control, 100 = twice control, blank-subtracted | signal enhancement, % at 5 µM | hit rate 0.11% among 210,000 | AID 1230, 2008;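 active = signal enhancement of 30% or more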;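 note: luminescence tracks abundance of the self-degrading MDM2-luciferase fusion protein; higher signal means inhibition of MDM2 E3 ligase activity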
# Target sequence (Q00987 whole entry, looked up, the tested form may be a part): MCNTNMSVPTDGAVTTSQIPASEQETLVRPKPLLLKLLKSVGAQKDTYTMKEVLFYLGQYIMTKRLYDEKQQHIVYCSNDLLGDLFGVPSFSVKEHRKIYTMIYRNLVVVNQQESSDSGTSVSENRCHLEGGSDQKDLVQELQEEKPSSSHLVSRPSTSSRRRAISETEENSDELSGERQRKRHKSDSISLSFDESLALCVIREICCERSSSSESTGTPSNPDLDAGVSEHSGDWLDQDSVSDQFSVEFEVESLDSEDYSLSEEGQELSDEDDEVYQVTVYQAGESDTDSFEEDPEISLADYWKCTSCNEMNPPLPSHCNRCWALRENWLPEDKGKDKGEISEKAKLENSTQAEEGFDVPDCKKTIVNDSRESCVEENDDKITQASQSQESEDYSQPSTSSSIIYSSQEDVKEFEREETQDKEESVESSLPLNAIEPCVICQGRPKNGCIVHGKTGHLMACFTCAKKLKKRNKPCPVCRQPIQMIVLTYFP
#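 system = mammalian cells stably expressing self-ubiquitinating, self-degrading MDM2 E3–luciferase fusion | quantity = 2000 cells per well seeded | incubation = 4 h cell settling then 2 h compound exposure, 37 °C | signal = SteadyLite luminescence, 15 min reagent step | benchmarks = plate control and blank wells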
# * marks the source's active call; other numbers are inactive results; i = inactive; . = no result given; [ ] = remark or other dose.
Structure,eIF4E-4G inh,PERK inhibitor,L929 necroptosis,TNF death inh,Calpain2 inh,Rad51 HR inh,EBV gp42 inh,Cl transport mod,Mdm2 ligase inh
Cc1cccc(C(=O)NNC(=O)c2ccccc2)c1,-1,0.4,0.5,-0.1,29,-5,-9,-1.1,9
CN(C)S(=O)(=O)c1cccc(NC(=S)N/N=C/C(=O)c2ccccc2)c1,-4,-0.3,4.1,-5.4,-2,3,-16,6.7*,-5
CN(c1ccc(F)cc1)S(=O)(=O)c1ccc2[nH]cc(C(=O)O)c(=O)c2c1,10,-0.5,1.1,0.9,2,3,-7,1,-21
Cc1nn(-c2ccccc2)c(Cl)c1/C=N/Nc1nncc(=O)[nH]1,-1,-0.4,1.1,-0.1,-13,.,3,0.23,-9
O=C(CCSc1ccccc1)NCc1cccnc1,-2,0.7,-0.1,2.4,6,.,-19,-0.6,.
Cc1cc(C)n(-c2nc(NCc3cccnc3)c3c4c(sc3n2)COC(C)(C)C4)n1,6,0.1,-0.1,-2.5,-160,16,-10,-2,1
Fc1ccc(Br)cc1/C=N/n1cnnc1,-1,0.5,1.2,0.4,12,-2,-14,-0.36,-15
COc1ccc(-n2c(Cc3cccn3C)nnc2SCC(=O)Nc2ccc(F)cc2)cc1,-2,-0.7,2.1,4.0,0,2,-15,-3.1*,-18
Cc1ccc(-c2ccc(/C=C(\C#N)C(N)=S)n2C)cc1,2,0.2,-0.4,-7.4,-6,-47,-3,-0.007,-16
CCN(C(=O)c1ccc(S(C)(=O)=O)cc1)C12CC3CC(CC(C3)C1)C2,-4,-0.6,1.2,-0.8,22,-1,11,-0.13,-14
Cc1cc(C)n2nc(SCc3nnc(-c4ccccc4Br)o3)nc2n1,-1,0.1,1.2,-0.3,-49,-6,-27,-0.31,-1
O=C(Cc1ccccc1)NC(c1ccco1)c1c(O)ccc2ccccc12 (centres undefined),1,0.6,48,1.6,-40,6,1,-1.1,-6
COc1cc(/C=N/NC(=O)c2cccnc2)ccc1OC(=O)c1ccco1,12,0.5,0.3,-1.4,7,1,-24,0.32,-20
Cc1[nH]c(=O)[nH]c(=O)c1CSc1nnc([C@H](CC(C)C)NC(=O)OC(C)(C)C)o1,2,-0.7,0.4,0.6,10,10,1,0.62,-15
Cc1ccc(-c2csc(NC(=O)CSc3nc4ccccc4o3)n2)cc1,-7,-0.2,-0.3,0.8,18,7,11,1.4,-4
O=C(CN(CC1CCCO1)S(=O)(=O)c1ccc(S(=O)(=O)NCC2CCCO2)cc1)Nc1ccccc1 (centres undefined),1[fluorescence artefact?],-1.7,0.9,0.7,16,0,-1,.,-16
COc1ccc(C)cc1NC(=O)CSc1nnc(COc2ccc(Cl)cc2)n1Cc1ccco1,-7,-0.8,-0.2,2.4,39,-11,3,-0.02,-25
COc1ccc(N2C(=O)CCC(C(=O)N3CCOCC3)C2c2ccc(F)cc2)cc1 (centres undefined),-13[fluorescence artefact?],0.3,-0.1,-0.8,-10,-2,-7,0.51,-3
COc1ccc(Cn2c(=O)c3[nH]cnc3n(-c3ccccc3C)c2=O)cc1,-1,-0.3,2.2,-12,-7,.,-14,4,-6
COc1cccc(C(=O)NCCn2ccc3ccccc32)c1,0,0.5,0.7,0.0,-16,2,-15,0.17,-15
CC1(C)CC2=C(CO1)C(=S)NC(c1ccccc1)N2CC1CCCO1 (centres undefined),95*,-0.6,0.4,0.4,-3,.,-6,0.83,-3
COc1ccc(C(=O)CSc2nnc(-c3cnccn3)n2Cc2ccco2)cc1,8,-0.5,-0.1,-0.8,-3,3,-16,0.073,-4
NS(=O)(=O)c1ccc(CCNCC(=O)N2CCC(Cc3ccccc3)CC2)cc1,2,1.0,0.2,-1.3,7,13,-12,1.4,-15
Cc1onc(-c2c(F)cccc2Cl)c1C(N)=S,-2,0.5,1.3,-0.6,-2,-4,-18,1.2,-7
COc1ccc(NCC(=O)N/N=C/C=C/c2ccccc2[N+](=O)[O-])cc1,3,0.4,0.4,-1.2,4,-3,-7,0.13,-1
Nc1nc(SCC(=O)Nc2ccccc2)[nH]c(=O)c1NC(=O)c1cccs1,6,-0.1,.,0.8,-8,-1,-1,0.46,.
Cc1cc(-n2nc(C)cc2C)n2ncc(-c3ccccc3)c2n1,-1,-1.3,-0.4,-0.4,-17,-12,-10,-0.71,-1
COC(=O)c1cccnc1SCc1ccccc1,-4,1.5,-0.2,-2.0,5,-6,-21,0.25,.
Cc1nc(N2CCCCC2)sc1C=O,1,0.7,0.0,0.3,18,-1,-18,0.085,-7
COC(=O)c1ccc(NC(=O)CN(c2ccc3c(c2)OCO3)S(C)(=O)=O)cc1,3,0.2,1.2,6.3,10,8,-7,0.17,-2
O=C(Nc1ccc(F)cc1)c1cc(S(=O)(=O)Nc2ccc(F)cc2)cs1,1,0.3,0.5,-5.0,15,5,-16,-0.047,-4
CCOc1ccc(NC(=O)c2cc(C)nc3ccccc23)cc1,-1,-0.1,0.6,1.0,-16,-5,-16,0.085,-9
Cc1ccccc1-n1ncc(C(C)NC(=O)c2ccccc2)c1C (centres undefined),8,-1.3,2.8,1.6,4,5,-1,0.23,-6
CCOc1ccccc1Nc1nnc(Cc2ccccc2Cl)c(=O)[nH]1,-13,1.1,-0.1,0.0,63*,2,-1,1.7,-2
CCOc1ccccc1CNC(=O)C1CCN(C(=O)c2sccc2-n2cccc2)CC1,-15[fluorescence artefact?],-1.1,0.0,1.5,-36,-5,-9,-0.11,.
Cc1cccc(C)c1OCC(O)CN1CCCCC1 (centres undefined),0,0.3,1.4,2.0,-14,4,-4,0.87,1
Cn1ncc2nc[nH]c(=O)c21,-10[fluorescence artefact?],0.9,-0.3,-0.6,-24,1,-16,0.41,-14
CC1CCc2c(sc(NC(=O)CSc3nnc(-c4ccccc4)o3)c2C#N)C1 (centres undefined),2,0.9,0.6,-0.3,26,-33,-11,0.54,-5
CCOC(=O)CSc1nc2sc(C)c(C)c2c(=O)n1C,1,0.4,-0.3,-1.3,-5,-2,-9,-0.17,7
Brc1cc2c(cc1Br)OCCOCCOCCO2,-3,1.0,0.5,1.9,-10,31,-6,-1.2,-51
CCOC(=O)Cc1csc(NC(=O)CSc2nnc(-c3ccncc3)o2)n1,-1,-0.1,0.4,0.0,19,.,0,0.9,-9
Cc1ccc2c(c1)C(c1ccccc1)N(C(=O)c1cc3ccccc3oc1=O)CC(=O)N2 (centres undefined),6[fluorescence artefact?],-0.3,0.2,1.5,-19,.,-23,0.051,.
COc1ccc(Cl)cc1Nc1nc(-c2sc(NC(=O)c3ccco3)nc2C)cs1,-17,-0.5,2.3,-2.2,-275,-2,-19,-0.0059,-22
CCN(CC)S(=O)(=O)c1ccc(C(=O)N(c2ccc(C)cc2)C2C=CS(=O)(=O)C2)cc1 (centres undefined),1,-0.5,-0.5,0.6,8,-2,-9,-0.53,0
Cc1cc(=O)oc2cc(OCC(=O)Nc3ccc(S(=O)(=O)N(C)C)cc3)ccc12,-2,1.2,0.0,1.1,-177,-1,1,.,-10

# A draw from above in order of SMILES length, rising.
Structure,eIF4E-4G inh,PERK inhibitor,L929 necroptosis,TNF death inh,Calpain2 inh,Rad51 HR inh,EBV gp42 inh,Cl transport mod,Mdm2 ligase inh
Cn1ncc2nc[nH]c(=O)c21,-10[fluorescence artefact?],0.9,-0.3,-0.6,-24,1,-16,0.41,-14
Brc1cc2c(cc1Br)OCCOCCOCCO2,-3,1.0,0.5,1.9,-10,31,-6,-1.2,-51
Cc1ccccc1-n1ncc(C(C)NC(=O)c2ccccc2)c1C (centres undefined),8,-1.3,2.8,1.6,4,5,-1,0.23,-6
CCOc1ccccc1Nc1nnc(Cc2ccccc2Cl)c(=O)[nH]1,-13,1.1,-0.1,0.0,63*,2,-1,1.7,-2
CCOC(=O)Cc1csc(NC(=O)CSc2nnc(-c3ccncc3)o2)n1,-1,-0.1,0.4,0.0,19,.,0,0.9,-9
CC1CCc2c(sc(NC(=O)CSc3nnc(-c4ccccc4)o3)c2C#N)C1 (centres undefined),2,0.9,0.6,-0.3,26,-33,-11,0.54,-5
COc1ccc(Cl)cc1Nc1nc(-c2sc(NC(=O)c3ccco3)nc2C)cs1,-17,-0.5,2.3,-2.2,-275,-2,-19,-0.0059,-22
Cc1ccc2c(c1)C(c1ccccc1)N(C(=O)c1cc3ccccc3oc1=O)CC(=O)N2 (centres undefined),6[fluorescence artefact?],-0.3,0.2,1.5,-19,.,-23,0.051,.
CCN(CC)S(=O)(=O)c1ccc(C(=O)N(c2ccc(C)cc2)C2C=CS(=O)(=O)C2)cc1 (centres undefined),1,-0.5,-0.5,0.6,8,-2,-9,-0.53,0

# (more compounds)
Structure,eIF4E-4G inh,PERK inhibitor,L929 necroptosis,TNF death inh,Calpain2 inh,Rad51 HR inh,EBV gp42 inh,Cl transport mod,Mdm2 ligase inh
Cc1cccc(-n2c(-c3ccco3)nc3nc4ccccc4nc32)c1,1,0.7,0.6,-3.3,i,.,-14,-0.33,-14
O=C(O)c1cc(NC(=O)c2ccc(Cl)c([N+](=O)[O-])c2)cc(C(=O)O)c1,-2,0.6,3.8,0.4,-18,5,-7,0.093,-3
Cn1c(=O)cc(OCCCC(=O)NCc2ccc(F)cc2Cl)c2ccccc21,0,0.7,47,-3.3,-24,2,-2,-1.7,5
COC(=O)C1C(=O)C=C(Nc2ccc(F)cc2F)CC1c1ccccc1 (centres undefined),-2,0.9,-0.1,1.5,-1,1,-14,0.18,-14
COCCCn1nnnc1SCC(=O)Nc1ccc2c(c1)OCCO2,3,0.2,0.4,1.6,22,.,-7,0.4,-17
Cc1cc(=O)n(-c2ccc(Cl)cc2)c(=O)[nH]1,4,1.2,2.7,0.8,-7,3,-7,0.27,3
O=C(Nc1ncc2c(n1)CC(c1ccco1)CC2=O)c1ccccc1 (centres undefined),6,-0.1,-0.9,0.1,1,.,-4,.,-9
CCc1nnc(NC(=O)CSc2nnc(C)n2Cc2ccccc2)s1,-5,0.9,-0.1,0.4,-11,-5,-20,-0.43,.
O=C(COC(=O)CCC1CCCCC1)Nc1ccc(OC(F)F)cc1,2,0.7,0.0,0.1,3,8,-12,-2.4,-6
O=C(CN1CCCCCCC1)Nc1cc(Cl)cc(Cl)c1,-2,0.7,0.5,2.3,34,-5,-9,1.3,-8
